# High-throughput results: PubChem, several laboratories
# Cardiac RTF inh: cardiac RTF calcium desensitization; P19429+P45379; IANBD-labeled cardiac RTF, Ca2+ fluorescence; inhibition, % at 7.15 µM; hit rate 0.12% among 340,000;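 active = inhibition above the mean inhibition of all tested compounds plus 3 SD, cut at about 17% in these data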;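 note: assay run at fixed EC70 calcium of 1.6 mM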
# RTF Ca sens act: increases calcium sensitivity of human cardiac regulated thin filaments; AID 493008; IANBD-labeled TnC RTF fluorescence at EC20 calcium; 0% EC20 calcium, 100% full calcium; hit rate 0.24% among 340,000; activation, % at 7.2 µM; P19429+P45379;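 active = activation above the mean over all tested compounds plus 3 SD, cut at about 30% in these data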;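 note: rise in fluorescence read as greater calcium sensitivity of cardiac thin filaments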
# CAL PDZ FP-1: inhibitors of human CAL PDZ peptide binding. Q9HD26. purified CAL PDZ, TMR-peptide fluorescence polarization, 1 h. inhibition, % at 20 µM. hit rate 0.02% among 330,000. AID 504414;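 active = highest replicate inhibition of at least 40%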;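 note: plate controls were DMSO neutral control wells for no effect and unlabeled competitor peptide control wells for full effect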
#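 Material: tagged CAL PDZ domain; buffer or medium: 25 mM sodium phosphate pH 7.4, 150 mM NaCl, TCEP, IgG, Thesit; compound dosing: single point, 20 µM; schedule: 1 h incubation at room temperature before polarization reading; measured by: FP readout, S and P plane fluorescence; read-out basis: percent inhibition from loss of millipolarization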
# DAGLB inhibitor: blocks human DAGLB lipase activity; Q8NCG7; HEK293T DAGLB membrane lysate, EnzChek fluorogenic substrate; inhibition, % at 5.17 µM; hit rate 0.059% among 340,000; AID 504411; in the data active = inhibition above about 34%;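 note: 0% = enzyme with vehicle and 100% = wells lacking enzyme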
# Target sequence (Q8NCG7 whole entry, looked up): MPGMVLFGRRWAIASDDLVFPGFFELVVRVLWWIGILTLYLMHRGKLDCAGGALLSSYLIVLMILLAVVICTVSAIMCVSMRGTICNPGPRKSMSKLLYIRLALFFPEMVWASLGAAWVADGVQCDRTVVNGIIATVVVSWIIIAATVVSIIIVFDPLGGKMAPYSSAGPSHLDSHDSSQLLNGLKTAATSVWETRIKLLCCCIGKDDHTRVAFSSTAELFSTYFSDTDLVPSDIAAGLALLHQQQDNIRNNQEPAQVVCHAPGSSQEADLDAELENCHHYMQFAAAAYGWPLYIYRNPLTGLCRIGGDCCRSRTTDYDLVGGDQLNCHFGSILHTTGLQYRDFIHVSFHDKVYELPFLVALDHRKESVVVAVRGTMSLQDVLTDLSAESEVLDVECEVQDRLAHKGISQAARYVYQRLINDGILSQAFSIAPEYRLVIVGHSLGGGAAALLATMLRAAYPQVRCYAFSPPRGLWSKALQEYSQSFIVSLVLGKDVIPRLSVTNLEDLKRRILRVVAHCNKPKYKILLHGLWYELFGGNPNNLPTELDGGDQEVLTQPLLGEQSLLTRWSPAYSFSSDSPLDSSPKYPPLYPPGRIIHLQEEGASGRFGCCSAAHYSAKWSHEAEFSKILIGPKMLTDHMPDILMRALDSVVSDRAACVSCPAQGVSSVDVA
# SR-BI DiI-HDL act: enhances SR-BI lipid uptake from DiI-HDL | hit rate 0.096% among 320,000 | CHO ldlA[mSR-BI] cells, DiI-HDL uptake fluorescence, 3 h; 100 = double the neutral-control signal | activation, % at 12.5 µM;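 active = mean replicate activation of at least 60% and every replicate at or above 60%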;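 note: 0% = median plate neutral-control signal and 100% = twice that signal; values of inactives mirror those of a sister screen read the other way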
#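 material = CHO ldlA[mSR-BI] cells | medium = Ham's F12 with 0.5% BSA, HEPES 25 mM, pH 7.4 | reagent = fluorescent DiI-HDL, 10 µg/mL final | compound dosing = single-point compound dose | incubation = 3 h, 37 °C | measured by = bottom-read fluorescence, 550/595 nm | measure = HDL uptake via cellular fluorescence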
# LANA DNA inh: KSHV C-LANA DNA binding inhibition. MBP-C-LANA/FAM-LBS DNA binding, fluorescence polarization. inhibition, % at 9 µM. hit rate 0.078% among 340,000;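 active = highest replicate inhibition at or above 60% at 9 µM, even if other replicates fall short; inactive = all replicates below 60% inhibition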;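 note: 0% = neutral control wells and 100% = 4 µM acridine orange control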
# CAL PDZ FP-2: blocks peptide binding to the human CAL PDZ domain; Q9HD26; purified CAL PDZ, TMR-peptide fluorescence polarization, 1 h; inhibition, % at 24.9 µM; hit rate 0.92% among 300,000; AID 602252;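 active = mean inhibition of at least 30% with at least half of replicates also reaching 30%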;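 note: 0% = DMSO neutral control and 100% = excess unlabeled competitor peptide PRC23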
# Rtt109 HAT inh: C. albicans Rtt109 histone acetyltransferase inhibition; Q5AAJ8; purified Rtt109/Vps75, ThioGlo CoA-SH fluorescence, 4 h; inhibition, % at 34.9 µM; hit rate 0.16% among 330,000; AID 540336;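 active = inhibition of at least 50% in every replicate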
# Target sequence (Q5AAJ8 whole entry, looked up): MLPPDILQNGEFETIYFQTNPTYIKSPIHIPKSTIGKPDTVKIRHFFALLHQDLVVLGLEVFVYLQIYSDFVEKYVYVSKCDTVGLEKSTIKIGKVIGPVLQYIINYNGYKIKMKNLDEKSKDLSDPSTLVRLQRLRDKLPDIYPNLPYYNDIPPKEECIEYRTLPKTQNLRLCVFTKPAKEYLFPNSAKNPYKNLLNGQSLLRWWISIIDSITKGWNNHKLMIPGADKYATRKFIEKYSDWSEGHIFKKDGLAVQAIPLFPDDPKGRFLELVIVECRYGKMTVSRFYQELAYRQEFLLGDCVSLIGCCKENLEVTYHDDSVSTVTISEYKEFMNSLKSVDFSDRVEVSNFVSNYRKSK
# Keap1-Nrf2 PPI: Keap1-Nrf2 (human) interaction inhibition | inhibition, % at 9.4 µM | Keap1 Kelch-Nrf2 peptide fluorescence polarization, 1536-well | hit rate 0.15% among 340,000 | Q14145; in the data active = inhibition above about 12%;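 note: human Keap1 Kelch domain with fluorescein labeled Nrf2 9mer peptide probe; 0% = neutral control wells and 100% = peptide positive control; higher means more block of Keap1 binding to Nrf2 peptide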
# PKA-R2B act: PKA-R2B complex activation. PKA-R2B holoenzyme dissociation, Cy5-IP20 fluorescence polarization; R2B truncated from residue 108, S112A mutant; 0% DMSO only, 100% 113 µM cGMP. hit rate 0.079% among 340,000. activation, % at 11.4 µM. P22694+P31323. AID 504700;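 active = activation above a cutoff set at the mean over all compounds plus 3 SD, cut at about 18% in these data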;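 note: higher means more holoenzyme dissociation and a rise in polarization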
# The depositor's hits bear a star; . = no result given.
SMILES | Cardiac RTF inh | RTF Ca sens act | CAL PDZ FP-1 | DAGLB inhibitor | SR-BI DiI-HDL act | LANA DNA inh | CAL PDZ FP-2 | Rtt109 HAT inh | Keap1-Nrf2 PPI | PKA-R2B act
Cc1ccc(C)c(N(CC(=O)NCc2ccco2)C(=O)CNS(=O)(=O)c2ccccc2)c1 | -20 | 1 | -1.0 | 0 | -13 | -0.5 | -4 | -7 | -3 | -12
CC(C)CCn1nc(C(=O)Nc2nc3c(s2)CCCC3)c2ccccc2c1=O | -39 | -4 | -3.4 | -4 | -26 | -2.3 | 0 | . | -1 | -14
NNc1ncnc2scc(-c3ccc(Cl)cc3)c12 | 6 | 0 | 0.1 | -5 | -9 | -1.1 | . | 11 | -5 | -9
COc1ccc(OC)c(-c2csc(NC(=O)Cc3cccs3)n2)c1 | -21 | 12 | -0.7 | 1 | -27 | 0.4 | -5 | 1 | -4 | -1
COc1ccc(S(=O)(=O)N2CCOCC2)cc1NC(=O)CSc1n[nH]c(=O)n1C1CC1 | -10 | 1 | -3.0 | -2 | 4 | -0.4 | 3 | 1 | -9 | -8
COc1ccccc1NC(=O)c1ccc(NC(=O)COC(=O)C2(C)CC2(Cl)Cl)cc1 (stereo not given) | 7 | -2 | -1.9 | -10 | -29 | -3.1 | 0 | 6 | 0 | -3
Clc1ccc(OCc2cc(-c3ccccc3)no2)cc1Cl | -5 | 3 | -0.3 | -13 | 0 | 2.7 | -7 | -5 | 3 | -1
CCCCCn1c(=O)[nH]c2cc(C(=O)NC3CCN(Cc4ccccc4)CC3)ccc2c1=O | -1 | -3 | -1.7 | -1 | . | 1.4 | -1 | . | 2 | -9
COc1ccc(COC(=O)CCc2cc(OC)c(OC)c(OC)c2)cc1F | -1 | -9 | -0.2 | -2 | -5 | 1.0 | . | 9 | 2 | 3
COc1ccc(N(CC(=O)NCc2ccco2)C(=O)CCC(=O)Nc2nccs2)cc1 | -6 | -2 | -2.1 | 0 | -8 | 1.2 | 0 | -15 | 0 | -10
O=S(=O)(Nc1ccc(-n2cnnn2)cc1)c1cccs1 | -4 | -2 | -3.5 | -2 | -31 | 0.3 | 0 | 9 | -3 | -5
O=C(Nc1ccc2c(c1)OCO2)c1ccccn1 | -8 | 0 | 1.7 | 1 | 25 | 0.5 | -5 | 1 | -2 | 0
CCC1SC2=NC(C)=C(C(=O)OC)C(c3ccc(C(=O)OC)cc3)N2C1=O (stereo not given) | -2 | 6 | -1.7 | 1 | -14 | 1.7 | 1 | 8 | -9 | -12
O=C(O)c1ccccc1C(=O)NCC(O)c1ccccc1 (stereo not given) | -10 | 4 | 0.2 | 0 | 0 | -0.2 | -5 | -3 | -2 | 5
COc1ccc2ccccc2c1-c1sc(Nc2ccccc2)n[n+]1-c1ccc(F)cc1 | 2 | 9 | -0.8 | 9 | -24 | 0.3 | -2 | 12 | -3 | -5
Nc1nc(NC(=O)CCCC(=O)O)nn1-c1ccccc1 | -8 | 3 | -0.9 | -4 | 23 | -0.6 | -3 | 1 | -4 | 9
O=S1(=O)CCN(Cc2ccc(Cl)c(C(F)(F)F)c2)CC1 | 1 | -4 | -0.3 | 0 | 17 | -0.6 | 3 | -3 | 2 | -7
CCOc1ccc(-c2noc(CCCC(=O)NC3CCCCC3)n2)cc1OC | -3 | -8 | -3.4 | 0 | . | 0.9 | -2 | -9 | 4 | -3
CC(=O)Nc1cccc(NC(=O)C2C3C=CC(C3)C2C(=O)O)c1 (stereo not given) | -2 | 5 | -0.7 | 0 | 6 | 3.5 | -6 | -19 | -9 | -7
Cc1ccc(OCC(=O)N/N=C\c2cn(Cc3ccccc3)c3ccccc23)cc1C | -12 | 4 | -0.6 | -2 | -11 | -1.5 | -2 | -3 | -1 | 10
COCC(=O)Nc1ccc(S(=O)(=O)Nc2nccs2)cc1 | -7 | 8 | 1.7 | -1 | 18 | 0.1 | . | 4 | -1 | -6
O=C(COC(=O)c1cccc(C(=O)OCC(=O)NCc2ccc(F)cc2)n1)NCc1ccc(F)cc1 | -12 | 5 | -2.5 | 3 | 38 | 1.9 | 4 | -19 | 0 | 3
COc1cccc(OCCNc2cc(N3CCCCC3)ccc2[N+](=O)[O-])c1 | -3 | -2 | -1.6 | -6 | -52 | -0.7 | -2 | -1 | 2 | -3
Cc1ccc(S(=O)(=O)c2ccc(NC(=O)c3c(F)cccc3F)cc2)cc1 | -7 | 0 | -0.5 | 0 | . | -0.2 | -8 | -12 | -3 | -3
CC(=O)Nc1ccc(S(=O)(=O)N2C3CCCC2CC(NC(=O)C2CCCCC2)C3)cc1 (stereo not given) | 1 | 1 | -1.9 | 2 | -5 | 2.8 | -4 | -4 | 3 | -14
Cc1ccc(C(C)C)c(OCCNC(=S)Nc2cccc3ccccc23)c1 | -10 | -2 | -0.1 | -14 | -38 | -0.6 | . | -6 | 0 | -19
O=C(O)[C@H](Cc1ccccc1)N1C(=O)c2c(Cl)c(Cl)c(Cl)c(Cl)c2C1=O | -1 | -1 | -0.1 | 13 | 20 | 1.5 | -2 | 11 | -5 | -11
COc1cc(CN2CCNC(=O)C2CC(=O)NCc2csc(C(C)C)n2)cc(OC)c1 (stereo not given) | -6 | 0 | -1.9 | -1 | . | -1.1 | 0 | 2 | -3 | -10
CC(N=C1NS(=O)(=O)c2ccccc21)C(=O)NCCCc1ccccc1 (stereo not given) | -7 | -1 | -2.9 | -2 | 20 | -2.6 | 0 | 2 | -6 | 2
CC1CCC(NC(=O)CN(C)S(=O)(=O)c2ccc3c(c2)c(=O)n(C)c(=O)n3C)CC1 (stereo not given) | 2 | -1 | 0.3 | -1 | 246* | -0.8 | . | 4 | 2 | 2

# Entries of single compounds, looked up by structure. Screens in order: Cardiac RTF inh, RTF Ca sens act, CAL PDZ FP-1, DAGLB inhibitor, SR-BI DiI-HDL act, LANA DNA inh, CAL PDZ FP-2, Rtt109 HAT inh, Keap1-Nrf2 PPI, PKA-R2B act
# COCC(=O)Nc1ccc(S(=O)(=O)Nc2nccs2)cc1 is listed with -7, 8, 1.7, -1, 18, 0.1, ., 4, -1, -6
# CC(=O)Nc1cccc(NC(=O)C2C3C=CC(C3)C2C(=O)O)c1 (stereo not given) is listed with -2, 5, -0.7, 0, 6, 3.5, -6, -19, -9, -7
# Cc1ccc(OCC(=O)N/N=C\c2cn(Cc3ccccc3)c3ccccc23)cc1C is listed with -12, 4, -0.6, -2, -11, -1.5, -2, -3, -1, 10
# CC1CCC(NC(=O)CN(C)S(=O)(=O)c2ccc3c(c2)c(=O)n(C)c(=O)n3C)CC1 (stereo not given) is listed with 2, -1, 0.3, -1, 246*, -0.8, ., 4, 2, 2

# Next section:
# Values run as follows: Cardiac RTF inh	RTF Ca sens act	CAL PDZ FP-1	DAGLB inhibitor	SR-BI DiI-HDL act	LANA DNA inh	CAL PDZ FP-2	Rtt109 HAT inh	Keap1-Nrf2 PPI	PKA-R2B act
C1=Nc2c(Nc3ccccc3)ncnc2Oc2ccccc21
  -3	3	.	-5	1	0.1	-4	7	-3	1
O=C(Nc1c(Cl)cccc1Cl)C1CCC1
  2	-7	-0.3	-4	-5	0.7	-1	-4	-1	-2
O=C(CCCN1C(=O)/C(=C/c2cccs2)SC1=S)NNC(=O)c1ccccc1O
  10	0	-0.1	6	-104	0.4	-3	-5	0	-9
CCOC(=O)c1sc(=NC(=O)c2cccs2)n(C)c1C
  2	1	0.0	-4	.	-0.4	4	-7	0	3
COc1ccc(N2CCN(C(=O)C(OC(C)=O)c3ccccc3)CC2)cc1 (stereo not given)
  -2	13	-0.1	4	1	0.5	-6	-4	-6	-8
CCCc1nc(N2CCOCC2)c(C#N)c2c1CCCC2
  -18	4	-0.4	-5	8	0.3	1	23	3	-6
CN(C)C(=O)N1CCC(C(=O)NC2CCCCCCC2)CC1
  11	2	-1.0	3	-21	0.5	6	-4	-3	4
CCN(C(=O)CSc1ncccc1C(=O)O)C1CCCCC1
  -11	0	23	0	2	3.4	-4	-4	0	-13
COc1ccc(N(CC(=O)N/N=C/c2cccs2)S(=O)(=O)c2ccc(OC)c(OC)c2)cc1
  -13	3	-1.0	-3	-9	0.9	-5	7	-4	0
CS(=O)Cc1cc(Sc2ccccc2)nc(-c2cccnc2)n1 (stereo not given)
  -6	5	-0.9	-3	6	-0.7	1	-9	3	-4
COc1cc([N+](=O)[O-])ccc1NC(=O)CSc1n[nH]c(C(C)C)n1
  6	7	-1.3	-2	-1	0.2	-3	-5	-3	0
O=C1CN(C(=O)/C=C/c2ccco2)c2ccccc2N1
  -6	-1	-0.4	0	-14	1.5	.	9	-9	4
CN(C)C(=O)CSc1nnc(-c2cc(-c3cccs3)nc3ccccc23)o1
  -2	2	-2.6	-1	-26	1.1	1	-2	-3	-5
COCCCn1nnnc1SCC(=O)Nc1nc2ccccc2s1
  -1	2	-3.6	-1	20	-0.8	-2	3	-7	-3

# Reformatted as labelled records: part of the list above
O=C(Nc1c(Cl)cccc1Cl)C1CCC1
  Cardiac RTF inh = 2 | RTF Ca sens act = -7 | CAL PDZ FP-1 = -0.3 | DAGLB inhibitor = -4 | SR-BI DiI-HDL act = -5 | LANA DNA inh = 0.7 | CAL PDZ FP-2 = -1 | Rtt109 HAT inh = -4 | Keap1-Nrf2 PPI = -1 | PKA-R2B act = -2

O=C(CCCN1C(=O)/C(=C/c2cccs2)SC1=S)NNC(=O)c1ccccc1O
  Cardiac RTF inh = 10 | RTF Ca sens act = 0 | CAL PDZ FP-1 = -0.1 | DAGLB inhibitor = 6 | SR-BI DiI-HDL act = -104 | LANA DNA inh = 0.4 | CAL PDZ FP-2 = -3 | Rtt109 HAT inh = -5 | Keap1-Nrf2 PPI = 0 | PKA-R2B act = -9

CCOC(=O)c1sc(=NC(=O)c2cccs2)n(C)c1C
  Cardiac RTF inh = 2 | RTF Ca sens act = 1 | CAL PDZ FP-1 = 0.0 | DAGLB inhibitor = -4 | SR-BI DiI-HDL act = . | LANA DNA inh = -0.4 | CAL PDZ FP-2 = 4 | Rtt109 HAT inh = -7 | Keap1-Nrf2 PPI = 0 | PKA-R2B act = 3

COc1ccc(N2CCN(C(=O)C(OC(C)=O)c3ccccc3)CC2)cc1 (stereo not given)
  Cardiac RTF inh = -2 | RTF Ca sens act = 13 | CAL PDZ FP-1 = -0.1 | DAGLB inhibitor = 4 | SR-BI DiI-HDL act = 1 | LANA DNA inh = 0.5 | CAL PDZ FP-2 = -6 | Rtt109 HAT inh = -4 | Keap1-Nrf2 PPI = -6 | PKA-R2B act = -8
